WT yeast gro inh = growth inhibition of WT yeast, mitochondrial fusion screen; mitochondrial fusion phenotypic screen, WT strain; inhibition, % at 10 µM; 190,000 tested, 2.1% active; AID 1362; in the data active means inhibition above about 58%; tested in S. cerevisiae
LYP inhibition = inhibitors of LYP phosphatase, biochemical, fluorescence intensity, uHTS (AID 1779) | recombinant LYP phosphatase, fluorescence intensity; higher % means a stronger effect | 290,000 tested, 0.054% active | inhibition, % at 11.5 µM; hits with a dose series show IC50 in µM; in the data active means inhibition above about 50%;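 further: plate controls were vehicle with enzyme for no effect and no enzyme for full effect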
Autophagy HCS = autophagy modulation, high-content screen | AID 463193 | MEF GFP-LC3 puncta imaging; test concentration mostly 10 µM | calls only at 10 µM (by protocol) | 190,000 tested, 0.98% active;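 active means percentage of spot-positive cells more than 3 SD above its plate mean, without a fluorescence outlier flag or 80% toxicity; inconclusive means no clear call, values can overlap the other calls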;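 further: spot-positive cell cutoff set from DMSO-treated cells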
NTR1 agonist = NTR1-driven beta-arrestin-GFP spot formation – imaging, U2OS cells, high content, primary screen (AID 493036) | 330,000 tested, 0.17% active | activation, % at 20 µM | agonist mode;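 active means activation at or above 40% of the spot to cytoplasm intensity ratio, with at least 20 cells analyzed; inconclusive means wells under 20 cells, flagged as cytotoxic or low count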;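 further: 0% = DMSO without peptide and 100% = 100 nM NTR1 peptide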
Target sequence (P30989 whole entry, looked up): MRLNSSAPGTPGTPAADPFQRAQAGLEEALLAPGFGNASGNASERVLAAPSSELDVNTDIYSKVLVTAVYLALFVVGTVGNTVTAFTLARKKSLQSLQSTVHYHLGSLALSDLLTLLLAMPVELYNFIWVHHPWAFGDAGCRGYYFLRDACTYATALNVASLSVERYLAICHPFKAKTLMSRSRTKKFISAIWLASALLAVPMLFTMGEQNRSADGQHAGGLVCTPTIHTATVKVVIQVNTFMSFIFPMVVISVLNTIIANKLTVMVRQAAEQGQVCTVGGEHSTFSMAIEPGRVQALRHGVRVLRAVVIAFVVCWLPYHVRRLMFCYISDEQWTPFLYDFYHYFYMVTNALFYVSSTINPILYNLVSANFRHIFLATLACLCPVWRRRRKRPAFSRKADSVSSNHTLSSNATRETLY
Dengue-2 NS5 capping = Dengue-2 NS5 methyltransferase inhibitors, primary screen, biochemical, confirmation dose response (AID 588689); inhibition, % at 25 µM, or IC50 in µM where a hit was titrated; 340,000 tested, 0.3% active; Dengue-2 NS5 methyltransferase capping enzyme assay, biochemical; higher % means a stronger effect; in the data active means a potency from the dose series; inconclusive means inhibition above about 29% without an active follow-up result
RSV antiviral HEp-2 = inhibition of RSV-induced cytopathic effect – HEp-2 cells, primary 10 µM value included (AID 2391); HEp-2 cells, RSV-induced CPE inhibition; higher % means a stronger effect; one-dose CPE inhibition, % at 10 µM; IC50 in µM for titrated hits; 310,000 tested, 0.13% active; in the data active means a potency from the dose series; inconclusive means CPE inhibition mostly from about 23% at the one dose, without a potency; inactive means the rest, 99 in 100 with CPE inhibition below about 21%; further: strong numbers were not always called active
GPR35 arrestin U2OS = inhibition of zaprinast-stimulated GPR35 beta-arrestin translocation – imaging, U2OS, beta-arrestin-GFP, zaprinast agonist, primary screen (AID 2058) | 290,000 tested, 0.052% active | U2OS GPR35 beta-arrestin-GFP translocation imaging, zaprinast antagonism; higher % means a stronger effect | one-dose inhibition, % at 10 µM; IC50 in µM for titrated hits;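 active means inhibition of at least 50% with at least 30 cells and total cytoplasm GFP at most 10,000,000; inconclusive means under 30 cells or total GFP of 10,000,000 plus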
UTI89 phage lysis = inhibition of K1F phage lysis, E. coli UTI89, bacterial capsule biogenesis inhibitors, alamar blue (AID 488966); 340,000 tested, 0.02% active; inhibition, % at 100 µM; hits with a dose series show IC50 in µM; E. coli UTI89 K1F phage lysis, alamar blue, 2 h; higher % means a stronger effect;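 active means phage lysis inhibition, versus mean bacterial control, above a set limit; inconclusive means no clear call, values can overlap the other calls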;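 further: capsule biogenesis inhibitors block K1F phage lysis so surviving cells raise fluorescence; higher fluorescence means more inhibition of phage lysis; actives were called in the ten point dose series up to 300 µM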
AID2073 = inhibitors of Mint1-CaV2.2 protein interaction, biochemical, HTRF (AID 2073). HTRF protein-protein interaction, Mint1-CaV2.2; higher % means a stronger effect. inhibition, % at 20 µM, or IC50 in µM where a hit was titrated. 290,000 tested, 0.19% active; in the data active means inhibition mostly above about 51%, no sharp cut-off; inconclusive means no clear call, values can overlap the other calls; inactive means mostly below about 53%; further: some results filed as inactive read as strong as hits
WT yeast gro inh mutant strain = recorded beside WT yeast gro inh, whose call it bears; inhibition, %; mitochondrial fusion phenotypic screen, mutant strain inhibition
Autophagy HCS cell loss 18 h = second read-out of Autophagy HCS, no call of its own (marks repeat the call); toxicity, %; measured here: cell loss, nuclei count;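 cell loss after 18 h compound exposure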
NTR1 agonist cell count 20 µM = further read-out of NTR1 agonist, marked with its call; cell count; measured here: cell count, cytotoxicity flag
Dengue-2 NS5 capping pilot replicate = recorded beside Dengue-2 NS5 capping, whose call it bears; inhibition, %; measured here: pilot screen replicate inhibition
The depositor's hits bear a star; i = inactive; ? = inconclusive; / = no result given; [ ] = dose if it differs, or a comment.

SMILES	WT yeast gro inh	WT yeast gro inh mutant strain	LYP inhibition	Autophagy HCS	Autophagy HCS cell loss 18 h	NTR1 agonist	NTR1 agonist cell count 20 µM	Dengue-2 NS5 capping	RSV antiviral HEp-2	GPR35 arrestin U2OS	UTI89 phage lysis	AID2073	others
CCCCc1nnc(NC(=O)COC)s1	4	3	-2%	i	0	-1.4	38	-11%	2.4%	11%	-1.1%	4%
COc1ccc(NC(=O)C2CCCN(S(=O)(=O)c3cccnc3)C2)cc1 (stereo not given)	5	35	0%	i	-9	-3.2	100	-5%	1.4%	13%	0.7%	-2%
S=C(NCC1CCCO1)NC1CC1 (stereo not given)	-32	8	-5%	i	-5	1.1	37	-2%	1.7%	-6%	0.2%	-2%
COc1ccc(CN(C(=O)c2cccs2)C(C(=O)NC2CCCCC2)c2ccc3ncccc3c2)cc1 (stereo not given)	0	8	6%	i	15	-0.3	58	-2%	0.8%	1%	0.5%	22%
Cc1nc(SCC(=O)N2CC(C)OC(C)C2)nc(C)c1C (stereo not given)	-11	-9	7%	i	5	-0.3	50	3%	2.5%	7%	1.4%	1%
COc1cccc(NC(=S)NN2C(C)CCCC2C)c1 (stereo not given)	2	-10	-1%	i	5	0.9	54	-1%	3.1%	3%	0.4%	22%
COC(=O)c1cc(NC2c3ccccc3C(=O)N2CCN2CCOCC2)cc(C(=O)OC)c1 (stereo not given)	-1	-3	-5%	i	3	1.2	88	0%	1.9%	-11%	-2.4%	0%
CN(C)/C=N/n1cnc2ccccc2c1=O	/	/	-8%	/	/	-0.5	36	-8%	2.1%	8%	1.1%	32%
CCNC(=S)N(CCc1c(C)[nH]c2ccc(F)cc12)Cc1cccnc1	/	/	-4%	/	/	-1.1	80	-3%	0.9%	12%	0.0%	-9%
Cc1cccc(C(=O)Nc2ccc3ccccc3c2)c1	/	/	-6%	/	/	2.0	39	-8%	5.0%	-19%	-1.2%	8%
COc1ccc(N2CCOCC2)c(NC(=O)COc2cccc(C)c2)c1	/	/	-8%	/	/	3.0	46	1%	5.5%	-3%	-0.2%	10%
O=C(NCCC1=CCCCC1)C1CCN(c2nc3ccccc3o2)CC1	12	-25	-5%	i	28	1.5	88	-6%	0.2%	3%	-0.6%	14%
Cc1ccc(Nc2nc(Cl)nc(NC3CCCCC3)n2)cc1	/	/	-2%	/	/	1.7	57	1%	1.4%	12%	0.0%	13%
CN1CCN(c2nc3c(c(=O)[nH]c(=O)n3C)n2Cc2cccc3ccccc23)CC1	-4	12	-8%	i	1	-2.0	89	2%	2.2%	-10%	5.8%	-6%
OCC[C@H]1C[C@H](O)[C@@H](O)[C@]2(CCCCO2)O1	/	/	/	/	/	0.1	89	-7%	0.4%	/	0.3%	/
CCOC(=O)Cc1csc(NC(=O)c2cc(C)cc(C)c2)n1	2	16	-8%	i	-6	0.9	29	-4%	0.0%	0%	-3.6%	-6%
Cc1ccc(CC(=O)NCC(O)c2ccccc2)cc1 (stereo not given)	/	/	-6%	/	/	-1.2	41	1%	1.9%	-1%	-0.3%	2%
O=C1C=C(NCc2ccco2)CCC1	14	-7	-2%	i	17	-0.1	49	3%	0.0%	-5%	3.9%	30%
Cc1ccc(C(=O)CCC2CCCC2=O)cc1 (stereo not given)	-3	7	-3%	i	33	-1.3	42	1%	0.4%	13%	0.3%	4%
O=C(O)CCC(=O)N1CCC(C(=O)c2cccc(Cl)c2)CC1	-4	1	-10%	i	12	-0.9	59	-7%	-0.4%	-9%	0.0%	15%
CN(C)c1nc(N)nc(CSc2nnnn2C)n1	0	8	-9%	i	-4	-1.2	43	0%	2.0%	6%	0.5%	2%
CCCc1ncc(CN2CCCC(C(=O)Nc3ccc(-c4cccc(OC)c4)cc3)C2)cn1 (stereo not given)	/	/	-4%	/	/	1.0	44	-16%	?	8%	0.3%	2%
COc1ccc(CCN2CCCn3c2nc2c3c(=O)n(C)c(=O)n2C)cc1OC	/	/	-7%	/	/	-0.8	99	-1%	/	3%	0.3%	8%
Cc1nc(NS(=O)(=O)c2cccc([N+](=O)[O-])c2)sc1C(C)(C)C	/	/	-6%	/	/	1.3	75	-3%	15%	7%	0.2%	4%	Dengue-2 NS5 capping pilot replicate=2.7
Cc1ccc(-c2nnc3ccc(SC(C)C(=O)O)nn23)cc1 (stereo not given)	7	11	-4%	i	-14	-1.6	88	-3%	1.2%	-10%	-1.4%	30%
O=C(Cn1ccc([N+](=O)[O-])n1)NCc1nc2ccccc2[nH]1	-14	0	-6%	i	-9	-0.9	60	0%	0.6%	20%	0.3%	19%
CCc1ccc(NC(=O)Nc2ccon2)cc1	/	/	-7%	/	/	2.5	67	-8%	1.9%	-11%	-0.2%[50 µM]	1%
O=C(Nc1c(-c2ccccc2)nc2ccc(Cl)cn12)c1cccs1	-17	15	-8%	i	-8	0.7	45	-4%	2.5%	10%	3.9%	4%
CC(C)(C)C1CCC(C(=O)OCC(=O)Nc2ccc3[nH]c(=O)[nH]c3c2)CC1 (stereo not given)	1	11	7%	i	-22	-0.1	78	/	10%	11%	-0.4%	37%
CCN(CC(=O)NCc1cccs1)S(=O)(=O)c1cccc(C(C)=O)c1	12	-2	-10%	i	25	-1.7	99	-6%	0.6%	-4%	-0.2%	1%

Pulled one by one from the entries so far, 3 records:
SMILES	WT yeast gro inh	WT yeast gro inh mutant strain	LYP inhibition	Autophagy HCS	Autophagy HCS cell loss 18 h	NTR1 agonist	NTR1 agonist cell count 20 µM	Dengue-2 NS5 capping	RSV antiviral HEp-2	GPR35 arrestin U2OS	UTI89 phage lysis	AID2073	others
Cc1ccc(CC(=O)NCC(O)c2ccccc2)cc1 (stereo not given)	/	/	-6%	/	/	-1.2	41	1%	1.9%	-1%	-0.3%	2%
Cc1nc(NS(=O)(=O)c2cccc([N+](=O)[O-])c2)sc1C(C)(C)C	/	/	-6%	/	/	1.3	75	-3%	15%	7%	0.2%	4%	Dengue-2 NS5 capping pilot replicate=2.7
Cc1ccc(Nc2nc(Cl)nc(NC3CCCCC3)n2)cc1	/	/	-2%	/	/	1.7	57	1%	1.4%	12%	0.0%	13%

Later entries:
SMILES	WT yeast gro inh	WT yeast gro inh mutant strain	LYP inhibition	Autophagy HCS	Autophagy HCS cell loss 18 h	NTR1 agonist	NTR1 agonist cell count 20 µM	Dengue-2 NS5 capping	RSV antiviral HEp-2	GPR35 arrestin U2OS	UTI89 phage lysis	AID2073	others
CCCCCCCCn1c2c(c(=N)c3ccccc31)CCC2	69	82	-5%	i	7	61*	90*	/	/	-9%	/	17%
COc1ccc(NS(=O)(=O)c2ccc(NC(=S)NC(=O)c3cccnc3)cc2)nn1	6	-12	-6%	i	10	0.1	37	/	-0.6%	10%	/	16%
CC(=O)Nc1cc(C(=O)OCC(=O)c2ccc(Cl)cc2Cl)ccc1C	-4	-1	-5%	i	13	1.8	88	-4%	3.8%	17%	0.1%	-3%
O=S(=O)(c1ccccc1)N1CCC(n2cnc3ccccc32)CC1	/	/	-3%	/	/	1.0	44	-4%	3.0%	-3%	0.2%	0%
Cc1occc1C(=O)N1CCCC(CO)(Cc2ccc(F)cc2F)C1 (stereo not given)	/	/	-7%	/	/	0.2	43	5%	1.9%	2%	0.2%	-4%
COc1cc(C(=O)N(C)CCOc2ccccc2)ccc1OCC(=O)Nc1cccc(C(F)(F)F)c1	/	/	/	/	/	3.0	70	-1%	4.5%	/	-0.2%	/
N#CC1=C(N)Oc2n[nH]c(-c3cccs3)c2C1c1ccoc1 (stereo not given)	14	21	-8%	i	-2	-1.0	49	29%	1.7%	1%	0.2%	26%
CC1CCN(c2c(NCc3ccc(C(=O)NCc4ccco4)cc3)c(=O)c2=O)CC1	11	-3	-5%	i	14	-1.4	101	-5%	3.4%	10%	-0.8%	-1%
Cc1cccc(OCC(=O)N2CCOCC2)c1	-9	-9	-10%	i	6	-0.1	70	-2%	0.2%	5%	5.8%	-2%
O=C(N=C1SC2CS(=O)(=O)CC2N1Cc1ccccc1Cl)C1CC1 (stereo not given)	/	/	-11%	/	/	-0.1	59	-9%	0.6%	-5%	i	-5%
Nc1ccc(-c2nc3ncccc3o2)c(Cl)c1	20	22	-8%	i	7	1.7	87	-5%	6.3%	-12%	0.2%	12%
O=C(NCc1cccs1)C1CCN(S(=O)(=O)c2ccc(Br)s2)CC1	-2	23	-3%	i	0	3.4	41	-9%	0.6%	-8%	1.1%	-2%
CC(C(=O)NCCN1CCOCC1)(c1ccccc1)c1ccccc1	-13	12	-8%	i	5	-0.4	41	2%	0.2%	-3%	0.1%	23%
O=C(CCN1C(=O)/C(=C/c2ccccc2)SC1=S)NCCCN1CCOCC1	/	/	-2%	/	/	-1.4	48	-1%	-0.3%	1%	0.3%	6%
COc1cccc(C(=O)N(CN2CCCC2=O)c2cccc(Cl)c2)c1OC	1	0	-2%	i	-51	-0.1	84	-1%	3.5%	-3%	0.5%	14%	Dengue-2 NS5 capping pilot replicate=-3.1

A run of entries of the results above:
SMILES	WT yeast gro inh	WT yeast gro inh mutant strain	LYP inhibition	Autophagy HCS	Autophagy HCS cell loss 18 h	NTR1 agonist	NTR1 agonist cell count 20 µM	Dengue-2 NS5 capping	RSV antiviral HEp-2	GPR35 arrestin U2OS	UTI89 phage lysis	AID2073	others
CC(C(=O)NCCN1CCOCC1)(c1ccccc1)c1ccccc1	-13	12	-8%	i	5	-0.4	41	2%	0.2%	-3%	0.1%	23%
O=C(CCN1C(=O)/C(=C/c2ccccc2)SC1=S)NCCCN1CCOCC1	/	/	-2%	/	/	-1.4	48	-1%	-0.3%	1%	0.3%	6%
COc1cccc(C(=O)N(CN2CCCC2=O)c2cccc(Cl)c2)c1OC	1	0	-2%	i	-51	-0.1	84	-1%	3.5%	-3%	0.5%	14%	Dengue-2 NS5 capping pilot replicate=-3.1

More records
SMILES	WT yeast gro inh	WT yeast gro inh mutant strain	LYP inhibition	Autophagy HCS	Autophagy HCS cell loss 18 h	NTR1 agonist	NTR1 agonist cell count 20 µM	Dengue-2 NS5 capping	RSV antiviral HEp-2	GPR35 arrestin U2OS	UTI89 phage lysis	AID2073	others
C=CCn1c(C)c(C(C)=O)c(SC)nc1=S	7	1	-6%	i	3	0.1	89	0%	-0.6%	-5%	0.2%	-3%
O=C(CN1CCN(c2ccccc2)CC1)Nc1ccccc1Cl	9	7	-12%	i	21	3.8	80	-3%	2.1%	-16%	0.1%	2%
CN(C)CCCNC(NC(=O)c1cccs1)C(Cl)(Cl)Cl (stereo not given)	8	0	0%	i	-13	-2.1	64	-1%	2.0%	0%	0.4%[50 µM]	8%
Cc1ccc(SC(C)C(=O)Nc2cccnc2)cc1 (stereo not given)	11	-1	-8%	i	-7	0.6	86	-6%	1.7%	8%	-0.3%	6%
O=c1[nH]c(/C=C/c2cccnc2)c([N+](=O)[O-])c(=O)[nH]1	-11	11	5%	i	5	1.7	91	-1%	0.4%	-2%	-1.0%	8%

From PubChem BioAssay
